Shiga inhibitor: Shiga toxin inhibition | Vero cells, Shiga toxin protein synthesis inhibition reporter | inhibition, % at 38.7 µM | AID 2315 | hit rate 9.2% among 290,000; in the data active = inhibition mostly above about 28%, no sharp cut-off; inactive = mostly below about 43%; also: 0% is about no effect
Pf growth 96h: P. falciparum growth inhibition at 96 hours | P. falciparum luciferase reporter growth, 96 h | Potency, µM (series often up to 28.7 µM), for inactives: at the highest dose activity change, negative = inhibition, most hits filed as inhibitors | hit rate 6.9% among 320,000 | AID 504834; also: potency is read from the fitted curve at half-maximal effect; % is scaled to controls: 0 for no effect and ±100 for the full control effect
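P. falciparum expressing integrated firefly luciferase grown in erythrocytes (2% hematocrit, 0.05% parasitemia final) with compounds for 96 hours at 37 C, 5% CO2. Growth inhibition read as loss of luminescence after adding luciferase detection reagent.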
Sm TGR block: inhibitors of Schistosoma mansoni thioredoxin glutathione reductase; Q962Y6; purified TGR, DTNB reduction, TNB absorbance 405 nm; Potency, µM (series often up to 114 µM), without a hit: top-dose activity change, negative = inhibition, actives largely listed as inhibitors; hit rate 3% among 360,000; also: potency is read from the fitted curve at half-maximal effect; % is scaled to controls: 0 for no effect and ±100 for the full control effect; nearly all actives have a fitted effect of over 60% in size
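Kinetic colorimetric format: TGR-catalysed, NADPH-driven DTNB reduction monitored via TNB absorbance. Enzyme dispensed at 20 nM; compound exposure 15 min at room temperature before reaction start.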
Pf growth 48h: inhibits P. falciparum growth in the first generation, 48 h; hit rate 5.9% among 310,000; P. falciparum luciferase growth in erythrocytes, 48 h; Potency, µM (series often up to 28.7 µM), without a hit: at the top dose activity change, negative = inhibition, hits mostly inhibitors; also: potency is read from the fitted curve at half-maximal effect; % is scaled to controls: 0 for no effect and ±100 for the full control effect
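Cell-based growth assay: transgenic P. falciparum expressing firefly luciferase, cultured in red cells within RPMI 1640 containing 0.5% w/v Albumax, 24 mM bicarbonate and gentamycin. A drop in luciferase activity indicates inhibition.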
Giardia FBPA inh: blocks Giardia fructose-bisphosphate aldolase activity | Potency, µM (titrated, usually from 59.6 µM), inactives show top-dose activity, negative = inhibition, usual class: inhibitors | hit rate 0.71% among 290,000 | A8B2U2 | AID 2451 | purified Giardia FBPA; also: potency is read from the fitted curve at half-maximal effect; % is scaled to controls: 0 for no effect and ±100 for the full control effect; nearly all actives have a fitted effect of over 55% in size
Target sequence (A8B2U2 whole entry, looked up): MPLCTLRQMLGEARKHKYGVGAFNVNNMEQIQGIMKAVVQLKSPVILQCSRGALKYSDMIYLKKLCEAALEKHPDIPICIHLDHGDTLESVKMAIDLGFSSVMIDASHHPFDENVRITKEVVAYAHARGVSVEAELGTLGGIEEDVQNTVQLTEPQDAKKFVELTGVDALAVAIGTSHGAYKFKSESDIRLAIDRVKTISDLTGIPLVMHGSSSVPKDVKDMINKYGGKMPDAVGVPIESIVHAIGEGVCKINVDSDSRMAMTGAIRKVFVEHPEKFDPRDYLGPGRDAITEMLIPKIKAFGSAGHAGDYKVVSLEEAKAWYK
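40 nM FBPA preincubated 10 min at RT with compound (up to 57.5 uM final), then substrate plus GAPDH/TPI/NAD/arsenate coupling and diaphorase/resazurin added. Fluorescence read after 20 min at RT, 525/598 nm.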
CHX counter: counter-screen for Shiga toxin inhibitors: cycloheximide protein synthesis inhibition | cell reporter, cycloheximide protein synthesis inhibition counterscreen | max response, % | hit rate 12% among 300,000; in the data active = max response mostly above about 13%, no sharp cut-off; inactive = mostly below about 14%; also: read at 38.3 µM for the half of the compounds with a filed dose; 0% is about no effect
An asterisk follows results filed as active; ? = inconclusive; . = no result given; [ ] = dose if it differs, or a comment. Unless noted, calls follow the shape of the dose curve; as a rule, active = well fitted curve in the direction sought with a large enough effect; inconclusive = small, poorly fitted or top-dose-only effect, or another doubt; inactive = no such curve, though single readings can be large; an effect the other way counts as inactive or inconclusive.

SMILES	Shiga inhibitor	Pf growth 96h	Sm TGR block	Pf growth 48h	Giardia FBPA inh	CHX counter
CCN(CC)CCn1c(NCc2ccc(C)o2)nc2ccccc21	-12	?	-24%	.	-9%	-2
Cc1ccc(C)c(NC(=O)C2CCC(C)(C(=O)O)C2(C)C)c1 (configuration not stated)	-12	?	16%	?	-2%[12.9 µM]	5
CC(C)C(NC(=O)c1c(F)cccc1F)C(=O)NC1CC(C)(C)NC(C)(C)C1 (configuration not stated)	-11	11%	6%	9%	9%	-3
O=C(NCCS(=O)(=O)N1CCc2ccccc2C1)c1ccccc1	.	3%	-10%	8%	.	.
COCCN(CCOC)C(=O)CN1C(=O)NC(Cc2c[nH]c3ccccc23)C1=O (configuration not stated)	-17	27%	2%	12%	-26%	-8
C=CCN(Cc1nc(-c2ccc(OC)c(OC)c2)oc1C)C1CCS(=O)(=O)C1 (configuration not stated)	-9	-25%	-7%	-18%	?	-6
Cc1oc2cc3oc(=O)c(CC(=O)NCCCC(=O)O)c(C)c3cc2c1C	19	17%	5%	22%	13%	-2
COc1ccccc1CCC(=O)OCC(=O)NC1CCCCC1	-36	26%	3%	12%	.	-2
CCOC(=O)c1cnc2ccc(C(=O)OC)cc2c1Nc1ccc2c(c1)OCCO2	-3	10µM*	1%	?	2%	-3
CC(C)c1ccc(NC(=O)CN2CCN(c3ccccn3)CC2)cc1	6	23%	-10%	10%	4%	-5
Cc1cc(C)nc(N/N=C/c2ccc(N3CCOCC3)cc2)n1	2	24%	.	1%	-9%	-4
CCOc1ccccc1NC(=O)c1ccc2[nH]c(C)c(C)c2c1	43*	?	8%	15µM*	-20%	42*
O=C(O)CCSc1nnc(-c2ccc3c(c2)OCO3)o1	-24	?	-26%	-18%	15%	-12
O=C(c1ccc(S(=O)(=O)N2CCCCCC2)cc1)N1CCN(c2ccccn2)CC1	5	.	-2%	13µM*	1%	-1
O=C(O)c1sc2cc(Cl)ccc2c1Cl	15	25%	-5%	19%	22%	1
CCCCC(CC)CNC(=O)CCS(=O)(=O)c1cccc2nonc12 (configuration not stated)	20	.	-22%	-2%	0%	-1
COc1ccccc1P(=O)(c1ccccc1)c1ccc([N+](=O)[O-])cc1 (configuration not stated)	-8	-1%	-2%	-9%[0.00184 µM]	6%	-1
C=CCOc1ccc(/C=N/NC(=O)C(=O)N2CCCCCC2)cc1OC	33	54%[activator]	-6%	10%	0%	-2
Cc1cc(C)cc(C(=O)NC(CC(N)=O)c2ccc(NC3CCCCCCC3)c([N+](=O)[O-])c2)c1 (configuration not stated)	-6	27%	-11%	2%	-3%	-1
CC(=O)Nc1ccc(OCC(O)CN2C(C)CCCC2C)cc1 (configuration not stated)	-3	52%[activator]	-10%	22%	-12%	20*
COc1cccc(C(=O)OCC(=O)c2ccc(Br)s2)c1OC	.	?	-6%	5%	.	.
O=C(CCn1c(=O)c2ccccc2n(CC(=O)N2CCN(c3ccccc3)CC2)c1=O)NCc1ccco1	-10	-1%	2%	-7%	1%	-1
COC(=O)C1(C)Nc2ccccc2C(=O)N1c1ccccc1OC (configuration not stated)	-8	30%[activator]	-4%	12%	4%	-2
CN1CCN(c2cccc3c2C(=O)c2ccccc2C3=O)CC1	47*	-10%	3%	?	2%	36*
CCCc1nnc(SCC(=O)Nc2nc(C)cs2)n1CCOC	23	1%	-1%	18%	-7%	10

4 compounds drawn at random from the list so far:
SMILES	Shiga inhibitor	Pf growth 96h	Sm TGR block	Pf growth 48h	Giardia FBPA inh	CHX counter
CN1CCN(c2cccc3c2C(=O)c2ccccc2C3=O)CC1	47*	-10%	3%	?	2%	36*
O=C(NCCS(=O)(=O)N1CCc2ccccc2C1)c1ccccc1	.	3%	-10%	8%	.	.
CCCc1nnc(SCC(=O)Nc2nc(C)cs2)n1CCOC	23	1%	-1%	18%	-7%	10
CC(C)c1ccc(NC(=O)CN2CCN(c3ccccn3)CC2)cc1	6	23%	-10%	10%	4%	-5

Remaining list, next part
SMILES	Shiga inhibitor	Pf growth 96h	Sm TGR block	Pf growth 48h	Giardia FBPA inh	CHX counter
Cc1ccc(OCCCC(=O)Nc2ccc(S(=O)(=O)Nc3cc(C)nc(C)n3)cc2)cc1	13	2%	-4%	-6%	?	-2
Cc1cc(NC(=O)CCC(=O)N(CC(=O)NCC2CCCO2)c2ccc(Cl)c(Cl)c2)no1 (configuration not stated)	-10	-4%	4%	-12%	7%	-5
CC(C)c1ccc(CNCCCSc2ncccn2)cc1	-11	13µM*	-21%	5%	-16%	1
O=C(/C=C/c1cn(-c2ccccc2)nc1-c1cccs1)NCCN1CCOCC1	28	?	0%	?	-18%	1
CCN1CCN(c2ccc(S(=O)(=O)N3CCCCC3)cc2NC(=O)/C=C/c2ccc(OC)c(OC)c2)CC1	.	6.6µM*	-1%	6.6µM*	.	.
CC1CCCN(C(=O)Nc2ccc(Br)cc2Cl)C1 (configuration not stated)	96*	49%[activator]	.	63%[activator]	-6%	45*
CCCCCn1c(N2CCC(C(N)=O)CC2)nc2c1c(=O)[nH]c(=O)n2C	10	16%	7%	-1%	6%	-2
O=[N+]([O-])c1cccc(C(=S)N2CCN(c3ccccc3)CC2)c1	1	?	0%	52%[activator]	5%	-2
O=C(/C=C/c1ccc(S(=O)(=O)N2CCOCC2)cc1)NCc1ccccc1	0	?	1%	-15%	-1%	-1
Cc1ccc(C2CC(=O)N3CN(Cc4ccco4)CSC3=C2C#N)cc1 (configuration not stated)	2	?	0%	?	?	-1
O=C1CCCC2=C1C(Cc1ccccc1)C1=C(CCCC1=O)O2	-10	24%	10µM*	?	-11%	-2
N#C/C(=C/c1ccc(F)cc1)c1nc(CCN2C(=O)c3ccccc3C2=O)cs1	-4	35%[activator]	5%	12%	-2%	-3
CCOC(=O)C1Sc2[nH]c(=O)sc2C(c2ccc(Cl)cc2)C1C(=O)OCC (configuration not stated)	-11	.	?	-28%	4%	-1
COC(=O)c1ccc(NC(=S)N2CCN(Cc3cccc(C)c3)CC2)cc1	-12	?	19%	?	1%	-1
CCOC(=O)N1CCC(NC(=O)CS(=O)Cc2nc(-c3ccc(OC)c(OC)c3)oc2C)CC1 (configuration not stated)	-13	?	?	?	-10%	-4
CC(=O)Nc1ccc(S(=O)(=O)c2cc(O)ccc2O)cc1	-2	?	6.3µM*	-2%	-15%	1
CC1(C)C(C(=O)NN2C(=O)c3ccccc3C2=O)C1(C)C	12	-17%	-5%	.	2%	0
O=C(NC(=S)Nc1ncccn1)c1ccccc1Br	9	?	-7%	6%	4µM*	14*
Cc1cc(C(=O)CN2CCC(C)CC2)c(C)n1-c1ccc(F)cc1	22*	31%[activator]	-15%	132%[activator]	0%	32*
O=C(/C=C/c1c(F)cccc1Cl)c1ccc(F)cc1	132*	78%[activator]	?	?	-3%	35*
COc1ccc(-c2[nH]ncc2CN(CCO)CC23CC4CC(CC(C4)C2)C3)c(OC)c1	-4	?	-10%	?	-2%	-2
CSc1nnc(C)c(=O)n1COC(=O)c1ccc(S(=O)(=O)N2CCCC2)cc1	-1	?	-17%	-6%	0%	-1
C=CCNC(=O)c1onc(CSc2ccc(OC)cc2)c1C(=O)O	31	76%[activator]	-1%	3%	10%	1
COc1ccc(Cn2c(=O)[nH]c3cc(C(=O)NCCCN4CCCCCC4)ccc3c2=O)cc1	-18	?	-2%	?	-7%	-5
COc1ccc([C@H]2CC(=O)C=C(c3ccc(C)cc3)C2)cc1OC	.	?	3%	?	.	.
(cont.)
SMILES	Shiga inhibitor	Pf growth 96h	Sm TGR block	Pf growth 48h	Giardia FBPA inh	CHX counter
O=C(NCc1ccco1)C1(S(=O)(=O)c2ccc(Cl)cc2)CC1	-7	?	0%	?	-7%	2
O=C(COc1cccc(F)c1)NNC(=O)Cc1ccc(S(=O)(=O)N2CCOCC2)s1	.	?	-13%	?	.	.
Cc1nc(C(=O)N(C)C)nn1-c1cc(Cl)cc(Cl)c1	-14	27%	2%	12%	6%	-1
Cc1cc(Nc2ccccc2Br)n2nc(C)nc2n1	-17	-8%	-18%	18%	4%	-2
COCCCn1cnc2c(c1=O)c1nc3ccccc3nc1n2-c1ccc(C)cc1	-9	?	-7%	?	0%	-7
CC(C)(C)NC(=O)C(c1ccc(O)cc1)N(Cc1ccco1)C(=O)Cn1nnc(-c2cccs2)n1 (configuration not stated)	-5	-12%	18µM*	13µM*	-3%	-1
CCn1c(O)c(N=NC(=O)CNC(=O)c2ccccc2F)c2ccccc21	2	?	9%	23%	-12%	10
O=S(=O)(c1ccc(Br)s1)N1CCN(CCOc2ccccc2)CC1	.	?	-2%	-22%	.	.
COc1cccc(C(C(=O)NC(C)(C)C)N(C(=O)CCC(=O)Nc2cc(C)on2)C2CC2)c1OC (configuration not stated)	-9	?	-18%	-17%	-2%	-6
CCN(CC(=O)NCc1ccc(Cl)cc1)S(=O)(=O)c1ccc(NC(C)=O)cc1	-5	-7%	-5%	-5%	2%	-2
O=C(Nc1cccc2ccccc12)c1ccc([N+](=O)[O-])o1	31*	5.2µM*	?	?	-4%	31*
Cc1cc(N/C(=N\S(=O)(=O)c2ccc(F)cc2F)c2ccccc2)no1	26	.	-7%	2%	-1%	1
COCCCNC(NC(=O)c1ccc(Cl)cc1)C(Cl)(Cl)Cl (configuration not stated)	-10	-11%	8%	18%	0%	-5
CCOc1ccc(OCCC(=O)OCC(=O)N2CCN(S(=O)(=O)c3ccc(C)cc3)CC2)cc1	.	-11%	50µM*	?	.	.
Nc1nccc(/C=C/c2c(Cl)cccc2Cl)n1	22	5%	21%	?	-5%	22
CC(C)c1cccc(OCCCCN(C)C)c1	-4	2%	-3%	-11%	16µM*	17
COc1ccc(CNc2ncc(-c3ccc(Cl)cc3)n2C)c(OC)c1OC	-5	2.9µM*	5%	-26%	?	-3
CCN1CCN(c2ccc(S(=O)(=O)N3CCCCC3)cc2NC(=O)c2cccc(C)c2)CC1	.	?	-4%	12µM*	.	.
COc1ccc(C(=O)OCC(=O)NCCCc2ccccc2)cc1OC	-4	10%	9%	7%	0%	1
Cc1cccc(OC2CCN(Cc3nc(CC4CC4)no3)CC2)c1	-9	4.7µM*	5%	9%	1%	-3
CCSc1nnc(-c2cc(Br)ccc2N)c(=O)[nH]1	23	-22%	.	8%	4%	10
CN(C)S(=O)(=O)c1cccc(C(=O)Nc2cc(Cl)cc(Cl)c2)c1	40	.	2%	-72%	-1%	2
O=C(COC(=O)c1cnccn1)NCCc1ccc(Cl)cc1	.	20%	-3%	25%	.	.
CCC(C)Nc1nc2c(c(=O)n(C)c(=O)n2C)n1C (configuration not stated)	-7	?	-1%	7%	5%	-1
CCOC(=O)C1=C(CNCc2ccc(C)cc2)NC(=O)NC1c1ccc(OC)cc1 (configuration not stated)	-4	.	2%	?	-21%	-2
Cc1oc(-c2cccs2)nc1CN1CCN(CCC(C)C)C(CCO)C1 (configuration not stated)	-18	?	-15%[57.1 µM]	-20%	-1%	-5
Cc1ccc(-c2csc(=S)n2CC(=O)OCC(=O)NCc2ccco2)cc1	38	.	40µM*	-4%	-1%	9
O=C1CC(N2CCN(c3ccccc3O)CC2)C(=O)N1Cc1ccccc1 (configuration not stated)	19	-23%	-25%	-6%	-8%	4
CCn1nc(C)c(CN2CCN(Cc3ccsc3)C(CCO)C2)c1C (configuration not stated)	-11	?	4%	11%	7%	-2

Just Shiga inhibitor and Giardia FBPA inh, for some of the entries so far:
| smiles | Shiga inhibitor | Giardia FBPA inh |
| --- | --- | --- |
| COc1cccc(C(C(=O)NC(C)(C)C)N(C(=O)CCC(=O)Nc2cc(C)on2)C2CC2)c1OC (configuration not stated) | -9 | -2% |
| CCN(CC(=O)NCc1ccc(Cl)cc1)S(=O)(=O)c1ccc(NC(C)=O)cc1 | -5 | 2% |
| O=C(Nc1cccc2ccccc12)c1ccc([N+](=O)[O-])o1 | 31* | -4% |
| Cc1cc(N/C(=N\S(=O)(=O)c2ccc(F)cc2F)c2ccccc2)no1 | 26 | -1% |
